LDHA block = LDHA (human) enzyme inhibition. P00338. purified LDHA, NADH/diaphorase-resazurin fluorescence; hits give low values. activity change, % (values are at about 110 or 230 µM). hit rate 0.15% among 480,000. AID 1347041; in the data active = activity change below about -30%; inconclusive = mostly about -25% to -30%;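 also: plate controls were DMSO wells for no effect and wells without enzyme for full effect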
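Human LDH5 (2 nM) was incubated with 0.06 mM NADH and 0.2 mM pyruvate for 5 min at room temperature in Tris pH 7.4. Remaining NADH was coupled through diaphorase/resazurin, and resorufin fluorescence was read at 0 and 20 min.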
12-LOX inh = inhibitors of human 12S-lipoxygenase ALOX12; P18054; purified 12hLO, xylenol orange hydroperoxide absorbance; Potency, µM (doses to about 108 µM), inactives show at the highest dose activity change, negative = inhibition, most hits filed as inhibitors; hit rate 1.1% among 580,000; also: potency is read from the fitted curve at half-maximal effect; % is scaled to controls: 0 for no effect and ±100 for the full control effect
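Purified human 12hLO (150 nM final) in 25 mM Hepes, 0.01% Triton X-100, pH 7.0 was preincubated 15 min at room temperature with compound. Then 40 uM arachidonic acid was added, 30 min. Hydroperoxide was read by Fe-XO absorbance ratio 573/405 nm.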
Apoferritin bind = candidate novel general anesthetic via apoferritin binding. hit rate 0.074% among 350,000. P02791. AID 485281. Potency, µM (doses to about 77.5 µM), without a hit: at the highest dose activity change, negative = displacement, most hits filed as inhibitors. apoferritin/1-aminoanthracene competitive binding, fluorescence; also: potency is read from the fitted curve at half-maximal effect; % is scaled to controls: 0 for no effect and ±100 for the full control effect; nearly all actives have a fitted effect of over 20% in size
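Probe: 1-aminoanthracene (50% saturated, PBS). Protein: horse-spleen apoferritin, 10 uM. Incubation: 10 min, room temperature. Detection: 380 nm excitation, 535 nm emission. Analysis: normalized response, four-parameter Hill.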
ERG-DNA inh = inhibitors of human ERG Ets domain-DNA interaction; P11308; fluorescence polarization, His-ERG Ets domain / labelled DNA; Potency, µM (doses to about 76.9 µM), for inactives: at the top dose FP activity, negative = inhibition, hits mostly inhibitors; hit rate 0.028% among 370,000; AID 624246; active = well fitted inhibition curve with a large enough effect in the polarisation, with a control signal flat; inconclusive = small, poorly fitted or top-dose-only effect, or effect the other way, or a change in a side signal; inactive = no such curve, though single readings can be large or run the other way; the % refers to the polarisation;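 also: polarization taken with two DNA probes labelled with fluorescein and Texas red; potency is read from the fitted curve at half-maximal effect; % of control where 0% means no effect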
Target sequence (P11308 whole entry, looked up, the tested form may be a part): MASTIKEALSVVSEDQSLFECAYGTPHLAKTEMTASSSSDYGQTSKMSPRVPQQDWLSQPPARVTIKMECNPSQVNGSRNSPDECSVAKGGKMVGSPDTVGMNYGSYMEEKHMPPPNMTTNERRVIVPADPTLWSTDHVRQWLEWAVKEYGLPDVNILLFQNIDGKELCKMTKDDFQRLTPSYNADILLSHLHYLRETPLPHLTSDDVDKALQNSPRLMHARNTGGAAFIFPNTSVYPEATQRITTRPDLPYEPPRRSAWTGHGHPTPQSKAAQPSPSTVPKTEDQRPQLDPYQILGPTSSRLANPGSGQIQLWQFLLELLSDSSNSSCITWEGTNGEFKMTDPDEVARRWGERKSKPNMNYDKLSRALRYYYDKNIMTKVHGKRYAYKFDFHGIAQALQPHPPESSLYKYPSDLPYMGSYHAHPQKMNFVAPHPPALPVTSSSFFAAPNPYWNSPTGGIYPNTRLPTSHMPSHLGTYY
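His-tagged ERG Ets domain (1 uM in the protein solution; 300mM KCl, 50mM Tris-HCl, 1mM EDTA, 1mM DTT, pH 7.5) received compound, then a probe mix of 5 nM fluorescein-DNA and 100nM Texas-615-DNA. Fluorescence polarization was read for both dyes.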
APEX1 inh = blocks human APE1 abasic DNA cleavage | recombinant APE1, TAMRA/BHQ-2 abasic DNA cleavage fluorescence | Potency, µM (titrated, usually from 65.8 µM), without a hit: at the top dose activity change, negative = inhibition, most hits filed as inhibitors | hit rate 0.35% among 350,000;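 also: potency is read from the fitted curve at half-maximal effect; plate controls were vehicle for no effect and reference inhibitor for full effect; nearly all actives have a fitted effect of over 55% in size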
Target sequence (P27695 whole entry, looked up): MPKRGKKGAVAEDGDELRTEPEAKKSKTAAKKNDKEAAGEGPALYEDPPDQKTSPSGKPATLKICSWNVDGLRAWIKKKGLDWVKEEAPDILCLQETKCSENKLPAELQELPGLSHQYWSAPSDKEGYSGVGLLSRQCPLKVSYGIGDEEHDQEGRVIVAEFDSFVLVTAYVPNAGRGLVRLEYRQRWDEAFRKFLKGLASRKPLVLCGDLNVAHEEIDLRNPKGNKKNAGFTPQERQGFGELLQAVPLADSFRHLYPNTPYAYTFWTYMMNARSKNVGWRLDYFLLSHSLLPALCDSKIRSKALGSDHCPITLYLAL
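Activity was derived from the fluorescence gain between first and third kinetic reads (60 s intervals, ex 525/em 598 nm) after 50 nM THF-abasic TAMRA/BHQ-2 duplex was added to 0.75 nM APE1 preincubated 15 min with compound.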
POLB inh = DNA polymerase beta (human) inhibition; P06746; Pol beta primer extension/strand displacement, fluorescence kinetic; Potency, µM (titrated, usually from 114 µM), for inactives: at the top dose activity change, negative = inhibition, most hits filed as inhibitors; hit rate 1.3% among 340,000; AID 485314; also: potency is read from the fitted curve at half-maximal effect; % is scaled to controls: 0 for no effect and ±100 for the full control effect
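Pol beta (10 nM) and compounds were preincubated 15 min at room temperature, then 50 nM substrate (final) started primer extension/strand displacement. Reads were taken at 0 and 10 min; concentration-response data were fitted to a four-parameter Hill equation.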
Pol eta inh = inhibitors of human DNA polymerase eta | recombinant Pol eta, fluorescent DNA replication assay | Potency, µM (doses to about 114 µM), for inactives: at the top dose activity change, negative = inhibition, usual class: inhibitors | hit rate 1.2% among 390,000 | AID 588591; also: potency is read from the fitted curve at half-maximal effect; % is scaled to controls: 0 for no effect and ±100 for the full control effect
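Pol eta at 10 nM preincubated with compounds 15 min at room temperature; reaction started with fluorescent substrate (50 nM final) and read kinetically at 0 and 10 min.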
POLK inh = blocks human DNA polymerase kappa activity. Q9UBT6. purified Pol kappa, fluorescent DNA synthesis assay, 10 min. Potency, µM (doses to about 107 µM), for the others: top-dose activity, negative = inhibition, actives largely listed as inhibitors. hit rate 0.53% among 400,000. AID 588579; also: potency is read from the fitted curve at half-maximal effect; % is scaled to controls: 0 for no effect and ±100 for the full control effect
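Here, compound and 10 nM enzyme are combined for 15 min at room temperature; adding 50 nM substrate (final) starts DNA synthesis, tracked by fluorescence at 0 and 10 min against buffer-only wells.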
RGS4 inhibitor = blocks human RGS4-accelerated GTP hydrolysis; Potency, µM (titrated, usually from 114 µM), for inactives: at the highest dose activity change, negative = inhibition, most hits filed as inhibitors; hit rate 0.039% among 390,000; Transcreener GDP fluorescence polarization, RGS4-accelerated GTP hydrolysis; P49798; also: potency is read from the fitted curve at half-maximal effect; % is scaled to controls: 0 for no effect and ±100 for the full control effect; nearly all actives have a fitted effect of over 75% in size; some results filed as inactive show a strong effect at the top dose
Target sequence (P49798 whole entry, looked up): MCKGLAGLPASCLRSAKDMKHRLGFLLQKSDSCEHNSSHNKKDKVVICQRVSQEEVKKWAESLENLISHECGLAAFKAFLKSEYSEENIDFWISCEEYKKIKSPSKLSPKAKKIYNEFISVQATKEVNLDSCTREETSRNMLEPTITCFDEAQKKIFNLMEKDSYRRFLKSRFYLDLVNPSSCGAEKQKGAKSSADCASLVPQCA
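MLSMR compounds (23 nl, pin-transferred) preincubated 10 min at room temperature with a 500nM (2x) first reagent, then RGS4 at 900nM (2x) plus Transcreener GDP mix added; fluorescence polarization (620/688 nm) read before and after 90 min at 30 °C.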
Active calls of the source: *; ? = inconclusive; . = no result given; & = joins results of further samples; [ ] = dose if it differs, or a comment. Unless noted, calls follow the shape of the dose curve; as a rule, active = well fitted curve in the direction sought with a large enough effect; inconclusive = small, poorly fitted or top-dose-only effect, or another doubt; inactive = no such curve, though single readings can be large; an effect the other way counts as inactive or inconclusive. An excerpt. The share of hits here may be higher or lower than overall.

SMILES | LDHA block | 12-LOX inh | Apoferritin bind | ERG-DNA inh | APEX1 inh | POLB inh | Pol eta inh | POLK inh | RGS4 inhibitor
CCC(C)(C)C(=O)Nc1cccc(Cl)c1C | -2.6 | 2.8% | ? | 13.9% | -0.4% | ? | -11.8% | -1.5% | -7.9%
CC(=O)Nc1cc2c3ccccc3ccc2c2ccccc12 | -10.1 | 9.3% | . | . | . | . | -0.9% | -8.6% | 2.8%
COc1cc(/C=C/C(=O)OC(C)C(=O)c2ccccc2)cc(OC)c1OC (stereo not given) | 1.6 | ? | . | ? | 19.7% | . | -14.4% | -2.3% | -24.9%
Cc1cc(CNC(=O)C(C)n2cc([N+](=O)[O-])cn2)c2ccccc2n1 (stereo not given) | -2.4 | -15.1% | 2.8% | 5.7% | ? | -21.7% | 2.0% | -5.8% | -4.7%
COc1ccc(C(=O)NC(=S)NCc2ccc(-c3nc4ccccc4o3)cc2)cc1OC | 3.8 | -10.1% | -1.4% | -4.3% | 1.1% | -12.3% | -3.9% | 1.4% | -6.3%
CC(C)CC(=O)Nc1c2c(nn1-c1ccc([N+](=O)[O-])cc1)CS(=O)(=O)C2 | -6.7 | 0.0% | -4.0% | 2.2% | 30.1% | 10.3% | -25.8% | -7.2% | -11.9%
OC(COc1cccc2ccccc12)CN1CCN(c2ccccc2Cl)CC1 (stereo not given) | -1.3 | 10.6% | 50.6%[activator] | -14.4% | 5.0% | -0.3% | -16.4% | -15.4% | -5.9%
CN1CCN(c2ccc(S(=O)(=O)N3CCCCC3)cc2NC(=O)c2ccc(C#N)cc2)CC1 | 2.3 | -9.2% | -8.0% | -11.7% | -0.8% | 4.3% | -27.2% | -13.4% | -3.8%
CC(CN1CCCC1)OC(=O)c1ccccc1Cl (stereo not given) | -2.5 | -11.9% | -4.5% | 14.8% | -3.8% | -28.6% | 1.1% | -3.2% | -6.3%
O=C(CC1C(=O)NCCN1CCCc1ccccc1)NCCc1ccccc1F (stereo not given) | -0.9 | -2.8% | ? | 16.2% | 56.9% | 11.9% | -2.5% | 1.4% | 3.8%
COc1ccc2c(c1)C(=O)CC(c1ccc(OC)c(OC)c1)O2 (stereo not given) | 0.3 | 0.9% | -15.0% | -2.0% | 23.6% | -0.6% | -4.0% | 8.4% | -11.8%
CCc1c(C)sc(NC(=O)OC)c1C(N)=O | 4.8 | -10.0% | -8.6% | -2.2% | 18.8% | 16.1% | -6.8% | -13.8% | 24.2%
CC(C)(C)Cc1nnc(NS(C)(=O)=O)s1 | 2.2 | -13.8% | . | 1.5% | . | . | -13.8% | -3.8% | -12.7%
Cc1ccc(Cn2c(=N)c(S(=O)(=O)c3ccc(C)cc3)cc3c(=O)n4ccccc4nc32)cc1 | -10.3 | -9.1% | -6.6% | 8.1% | 16.3% | -12.9% | 3.2% | -0.6% | 22.4%
CCN1C(=O)CC(Sc2ccccc2N)C1=O (stereo not given) | 2.6 | 0.0% | -16.5% | 2.6% | -7.7% | 5.8% | -13.2% | -9.9% | 6.1%
CNc1ccnc(-c2ccccc2C(F)(F)F)n1 | . | ? | -9.0% | . | -0.6% | . | . | 1.5%[60.1 µM] | .
CCc1cc2c(=O)c(-c3nc4ccccc4[nH]3)coc2c(CN2CCCCC2C)c1O (stereo not given) | -1.8 | -29.8% | 0.7% | 1.7% | 0.2% | -0.8% | -22.5% | -12.2% | -26.0%[56.9 µM]
COc1ccccc1CNS(=O)(=O)c1ccc(C)cc1 | -7.0 | 27.7% | ? | -1.3% | -0.3% | -18.6% | -6.3% | -9.7% | 19.8%
CCN(C(=O)CSc1nc2n[nH]c(C)c2c(=N)n1-c1ccc(Cl)c(C)c1)c1cccc(C)c1 | -2.9 | 31.4%[activator] | 0.2% | -5.8% | -2.6% | -2.0% | -26.8% | -24.0% | 6.0%
CC(=O)c1c(C(C)=O)c(C)n(-c2nc(-c3ccccc3)c(C)s2)c1C | -7.2 | 0.0% | -11.9% | 3.2% | -1.0% | 14.4% | -12.7% | -6.4% | -18.7%
O=C(NC1c2ccccc2-c2ccccc21)c1ccco1 | -2.5 | -18.3% | -6.1% | -1.5% | 7.1% | -11.9% | -5.2% | 1.3% | ?
COc1cc(/C=C/C(=O)OCC(=O)Nc2cc(S(=O)(=O)N3CCOCC3)ccc2Cl)cc(OC)c1OC | 0.1 | -4.2% | . | 5.1% | -2.2% | . | -13.7% | -0.1% | -3.8%
CCC(NC(=O)NCc1cccnc1)(C(F)(F)F)C(F)(F)F | -0.7 | 0.0% | -11.3% | -5.7% | 4.2% | 2.2% | -13.2% | 0.5% | -2.8%
COc1cc2ccc3c(CCN(C)C)cc(OC)c(OC)c3c2cc1OC | -3.0 | 12.2% | -10.1% | -2.7% | -4.8% | 25.7% | -26.6% | -19.6% | -16.7%
CC(C)N(Cc1ccccc1)C(=O)C1CCCN(c2ncnc3onc(-c4ccc(F)cc4)c23)C1 (stereo not given) | 1.0 | -8.1% | ? | -0.6% | . | -24.4% | ? | -12.8% | -2.2%
COC(=O)Cn1c2ccccc2c2nc(C)sc21 | 3.1 | -6.9% | 5.8% | -4.8% | -2.0% | 0.3% | -14.4% | 1.0% | -7.6%
COc1ccc(/C=N/NC(=O)c2cc(C)on2)c2ccccc12 | -5.3 | 16.4% | -8.5% | -2.9% | 6.6% | -2.2% | 10.3% | -10.4% | 6.0%
CCCCN(CCCC)CCCNC(=O)C12CN(Cc3ccccc3)CC1C(c1cccc([N+](=O)[O-])c1)=NO2 (stereo not given) | -2.2 | -20.7% | -12.6% | -7.2% | -4.8% | 4.0% | -16.2% | 3.3% | 2.7%
Cc1cc(C(=O)COC(=O)c2ccc(Cl)c(S(N)(=O)=O)c2)c(C)n1CC1CCCO1 (stereo not given) | -1.7 | 9.5% | . | -7.8% | -1.2% | . | -20.7% | -13.3% | -5.5%
N#Cc1ccc(NCCc2ccccn2)c([N+](=O)[O-])c1 | -3.2 | 15.3% | -7.5% | -25.4% | 19.9% | 1.7% | -22.7% | -22.7% | 3.9%
COc1ccc2c(c1)CC(C(=O)Nc1ccc(OC)cc1OC)CO2 (stereo not given) | 1.8 | -11.2% | 1.6% | 0.2% | . | 15.3% | 4.5% | -3.9%[60.1 µM] | -16.3%
Cn1c(=O)cc(NCCc2ccccc2)[nH]c1=O | -4.4 | 34.0%[activator] | -3.7% | 0.2% | -0.2% | -9.3% | -10.2% | -13.3% | 35.8%
CC1=CC2=NC(=O)/C(=C/c3coc4ccccc4c3=O)C(=N)N2O1 | 2.1 | 0.0% | -14.2% | 1.8% | ? | -21.9% | -20.1% | 1.4% | -21.4%
CN(C(=O)c1ccc(NC(=O)Cc2ccc(NC(=O)C3CCN(C(=O)c4ccccc4)CC3)cc2)cc1)C1CC1 | -4.4 | -0.5% | . | 7.1% | 3.9% | . | -12.6% | -6.7% | -4.8%
COc1cccc(NC(=O)CN(C)C(=O)c2cc3c(s2)CCC3)c1 | -2.3 | ? | . | . | ? | . | 3.55µM* | 31.6µM* | -30.3%
Cc1ccc(NC(=O)NC2CCN(S(=O)(=O)c3ccc(F)cc3)CC2)cc1 | -8.6 | -25.2% | -5.7% | . | 1.8% | -6.7% | -14.7% | -3.7% | -15.6%
COc1ccc(-c2[nH]ncc2/C=N/NC(=O)c2ccc(Br)cc2)c(OC)c1 | 1.0 | 0.3% | -3.2% | -1.8% | -6.9% | -5.9% | -20.8% | -12.8% | -24.9%
COP(C)(=O)c1c(C)nn(-c2ccccc2)c1C (stereo not given) | 0.0 | 487.9%[activator] | -3.4% | 11.3% | 4.2% | -1.0% | -9.2% | -7.2% | 9.3%
COc1ccc(S(=O)(=O)N2CCC(C(=O)Nc3ccc(Oc4ccccc4)cc3)CC2)cc1 | -1.9 | -21.7% | -6.3% | 2.9% | . | 0.1% | -10.6% | 9.6% | -37.8%
CCN(CC)c1ccc(NC(=O)CN2CCN(CC(=O)Nc3ccccc3OC)CC2)cc1 | 1.4&3.0 | 0.0%&-12.3% | -8.0%&-16.7% | 6.2%&5.1% | -8.0% | ? | -11.8%&-13.2% | 11.0% | -2.4%&-25.1%
Cc1ccc(N=C2N=C(N)c3ccccc32)cc1C | -9.9 | ? | . | -0.3% | . | . | -25.3% | 1.7% | -0.8%
C=C(Br)Cn1c(CCCC)nc2ccccc21 | -1.6 | 464.8%[activator] | -11.4% | -0.5% | 20.3% | 13.3% | -7.8% | -3.3% | -0.4%
CCc1ccc(NC(=O)C2CC(=O)N(C(C)C)C2)cc1 (stereo not given) | -7.4 | 1.4% | -3.3% | 2.8% | -0.5% | ? | -18.9% | 3.1% | -11.2%

2 compounds picked at random from the list so far, as already listed:
SMILES | LDHA block | 12-LOX inh | Apoferritin bind | ERG-DNA inh | APEX1 inh | POLB inh | Pol eta inh | POLK inh | RGS4 inhibitor
COc1ccc(S(=O)(=O)N2CCC(C(=O)Nc3ccc(Oc4ccccc4)cc3)CC2)cc1 | -1.9 | -21.7% | -6.3% | 2.9% | . | 0.1% | -10.6% | 9.6% | -37.8%
CC1=CC2=NC(=O)/C(=C/c3coc4ccccc4c3=O)C(=N)N2O1 | 2.1 | 0.0% | -14.2% | 1.8% | ? | -21.9% | -20.1% | 1.4% | -21.4%
